LMPTP inh: LMPTP (human) inhibition; P24666; recombinant LMPTP-A, OMFP fluorogenic substrate, fluorescence intensity; inhibition, % at 20 µM; 360,000 compounds, 0.22% hits; AID 651560;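 active = compounds that cut the enzyme signal by at least half of the control window in the single-dose screen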;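 also: plate controls were DMSO wells with enzyme plus substrate for no effect and substrate without enzyme for full effect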
Target sequence (P24666 whole entry, looked up): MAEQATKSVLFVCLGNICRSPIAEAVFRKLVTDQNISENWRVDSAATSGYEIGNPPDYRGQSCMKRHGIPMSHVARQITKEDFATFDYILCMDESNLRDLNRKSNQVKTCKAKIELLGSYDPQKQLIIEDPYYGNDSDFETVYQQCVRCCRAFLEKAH
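test system = LMPTP-A | amount = 0.625 nM LMPTP-A final | reagent = fluorogenic phosphatase substrate OMFP at 400 µM final | incubation = 50 min at room temperature | benchmarks = no-enzyme low control, uninhibited high control | medium = Bis-Tris pH 6.0, DTT, detergent | signal = fluorescence intensity of OMFP turnover product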
Rpn11 inh: inhibitors of human proteasome Rpn11 | calls only at 20 µM | human 26S proteasome, Ub4-pepOG fluorescence polarization; 20S core pre-blocked with epoxomicin | 360,000 compounds, 0.59% hits;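 active = inhibition at 20 µM, scaled to each plate's controls, above about 33%, limit read from the data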
Tb MetRS inh: Trypanosoma brucei MetRS inhibition. purified T. brucei MetRS, ATP depletion, Kinase-Glo luminescence. inhibition, % at 11.9 µM. 360,000 compounds, 0.4% hits. AID 624268;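 active = inhibition above a per-plate cutoff of the control wells' mean inhibition plus 3 SD, cut at about 5.5% in these data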;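 also: 0% = DMSO wells median and 100% = median of wells with control inhibitor compound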
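Test system – parasite MetRS enzyme · Reagent – substrates ATP, L-methionine and bulk Escherichia coli tRNA · Doses – 11.9 µM compound single dose, 0.9% DMSO · Times – 15 min enzyme-compound preincubation, 2 h reaction, 10 min detection, 25 °C · Signal – Kinase-Glo luminescence, ATP depletion format · Controls – DMSO-only wells as low control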
NadD inh: inhibitors of Staphylococcus aureus NadD | purified NadD enzyme, colorimetric absorbance read-out | inhibition, % at 20 µM | 360,000 compounds, 0.78% hits | AID 602399; in the data active = inhibition above about 26%; also: some compounds past the cut are filed as inactive
CSN inh: inhibitors of human CSN-mediated cullin deneddylation; inhibition, % at 12.5 µM; Q92905; AID 651999; Purified CSN, SCF-Nedd8-OG deneddylation, fluorescence polarization; 360,000 compounds, 0.38% hits;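 active = pattern-corrected inhibition above about 35%, with an unprinted fluorescence ratio check between 0.5 and 1.5, limit read from the data, passing the limit was not always enough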;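 also: 0% = enzyme with substrate and 100% = substrate without enzyme; some results filed as inactive read as strong as hits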
Target sequence (Q92905 whole entry, looked up, one chain of several): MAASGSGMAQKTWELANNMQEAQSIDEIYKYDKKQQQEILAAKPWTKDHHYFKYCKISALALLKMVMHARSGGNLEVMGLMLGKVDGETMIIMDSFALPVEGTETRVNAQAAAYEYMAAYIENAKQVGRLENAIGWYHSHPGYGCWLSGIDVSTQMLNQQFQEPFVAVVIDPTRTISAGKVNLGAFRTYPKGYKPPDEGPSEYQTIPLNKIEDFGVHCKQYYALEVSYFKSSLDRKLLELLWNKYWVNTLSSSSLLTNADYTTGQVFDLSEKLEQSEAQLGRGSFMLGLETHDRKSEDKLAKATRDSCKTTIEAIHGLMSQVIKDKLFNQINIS
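Assay system: HEK293T-derived human Csn5 enzyme; quantity: 0.24 nM enzyme; medium: Tris/NaCl/DTT buffer, pH 7.5; also added: substrate SCFSkp2-Nedd8OG, 10 nM; doses: 12.5 µM compound; schedule: 90 min reaction at room temperature; signal: FP; read-out: % inhibition of substrate cleavage by Csn5; benchmarks: substrate-only high control, full reaction low control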
DNMT1 inh: inhibitors of human DNMT1. DNMT1 molecular beacon, Hinp1I cleavage, fluorescence. AID 588458. 360,000 compounds, 0.83% hits. inhibition (reported as % activation of signal), % at 10 µM. P26358; in the data active = inhibition above about 50%
STEP block: STEP (human) phosphatase inhibition. P54829. recombinant STEP, OMFP fluorogenic substrate, fluorescence. inhibition, % at 20 µM. 360,000 compounds, 0.25% hits. AID 588621;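 active = inhibition at 20 µM, scaled per plate between control wells, above about 37%, limit read from the data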;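 also: 0% = DMSO with enzyme and substrate and 100% = substrate only without enzyme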
Target sequence (P54829 whole entry, looked up): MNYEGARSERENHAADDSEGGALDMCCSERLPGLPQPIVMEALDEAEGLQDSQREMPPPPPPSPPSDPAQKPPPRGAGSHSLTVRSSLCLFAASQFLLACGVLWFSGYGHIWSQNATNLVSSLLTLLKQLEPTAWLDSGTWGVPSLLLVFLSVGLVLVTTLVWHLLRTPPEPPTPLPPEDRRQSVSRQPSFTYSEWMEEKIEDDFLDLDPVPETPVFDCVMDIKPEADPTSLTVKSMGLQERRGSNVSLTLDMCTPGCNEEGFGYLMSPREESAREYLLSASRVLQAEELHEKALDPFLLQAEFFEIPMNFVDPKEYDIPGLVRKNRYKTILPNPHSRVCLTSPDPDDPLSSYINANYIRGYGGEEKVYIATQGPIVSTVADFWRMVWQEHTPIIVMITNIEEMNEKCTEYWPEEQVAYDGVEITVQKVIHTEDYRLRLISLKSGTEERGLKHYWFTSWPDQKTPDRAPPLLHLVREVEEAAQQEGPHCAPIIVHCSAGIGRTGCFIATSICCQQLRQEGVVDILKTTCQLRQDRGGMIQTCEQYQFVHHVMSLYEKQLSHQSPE
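Measure: Control-normalized % inhibition with plate pattern correction | Test system: STEP phosphatase, cell-free reaction | Medium: pH 6.0 Bis-Tris with DTT and Tween 20 | Technique: Fluorescence, 480/540 nm | Times: Reaction 20 min, ambient temperature | Doses: Single compound dose of 20 µM, 1% DMSO final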
MsrA inhibitor: inhibits bovine methionine sulfoxide reductase A. purified bovine MsrA, absorbance read-out. inhibition, % at 15.5 µM. 360,000 compounds, 0.75% hits; in the data active = inhibition above about 4.5%;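 also: 0% = vehicle wells with enzyme and 100% = reference inhibitor wells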
Scp-1 inhibitor: Scp-1 (human) phosphatase inhibition; Recombinant Scp1, phosphopeptide, malachite green phosphate absorbance; inhibition, % at 20 µM; 340,000 compounds, 0.88% hits; AID 493091;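 active = inhibition above about 50% at 20 µM, limit read from the data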;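 also: plate controls were DMSO wells with enzyme for no effect and wells lacking enzyme for full effect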
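Test system: SCP-1 phosphatase catalytic domain, residues 76-261 | Compound dosing: One concentration, 20 µM, with 1.0% DMSO | Schedule: 45 min room-temperature reaction, 5 min colour, 30 min stabiliser | Detection: Absorbance at 630 nm | Read-out basis: % inhibition of SCP-1 phosphate liberation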
SUMO1 PPI mod: alters human SUMO1 binding to SIM partners; inhibition, % at 20 µM; 360,000 compounds, 0.33% hits; SUMO1 binding to a labelled peptide, TR-FRET, 1 h; P63165; in the data active = inhibition above about 37%
* hit, by the source's call; i = inactive; / = not tested or not shown; + = active, no number.

entry	mol	LMPTP inh	Rpn11 inh	Tb MetRS inh	NadD inh	CSN inh	DNMT1 inh	STEP block	MsrA inhibitor	Scp-1 inhibitor	SUMO1 PPI mod
1	O=C(NC(=S)Nc1ccc(CN2CCOCC2)cc1)c1cccc([N+](=O)[O-])c1	0.0	i	-0.5	-2	0	12	-3	0.6	-1	-16
2	CCOC(=O)CC1CCCCN1C(=O)CCCn1nnnc1CN1CCC(C)CC1 (configuration not stated)	-0.8	i	0.2	1	30	1	-2	-0.3	-13	-1
3	OC(COc1c(Cl)cc(Cl)cc1Cl)CN1CCCCC1 (configuration not stated)	-1.2	i	0.5	-5	3	1	3	1.4	3	2
4	C=CCOc1ccccc1CN1CCC(CO)(CCOc2ccccc2)CC1	-0.5	i	-1.6	-4	-4	2	-4	-0.1	-7	4
5	Cc1cc(NCCCCCCCNc2cc(C)nc3cc([N+](=O)[O-])ccc23)c2ccc([N+](=O)[O-])cc2n1	91*	+	0.3	66*	106	40	18	1.4	32	129*
6	Cc1cccc(-c2ccc3ncnc(NCc4cccnc4)c3c2)c1	13	i	0.1	4	-1	-1	-3	0.4	6	8
7	COCCN1CCN(Cc2cn(C)nc2-c2cccc(Cl)c2)CC1	-0.2	i	-0.2	3	-17	1	0	-0.1	-5	0
8	O=C(Nc1ccc2c(c1)C(=O)N(C1CCCCC1)C2=O)C1CCCO1 (configuration not stated)	0.6	i	-1.1	-5	-1	1	-10	1.5	-1	-13
9	CCc1ccc(C2CC(c3ccco3)=NN2S(C)(=O)=O)cc1 (configuration not stated)	0.6	i	-0.4	-5	4	-9	3	0.3	-15	-3
10	CCOc1ccc(NC(=O)COc2ccc(C(=O)NCCc3ccccc3)cc2)cc1	-1.4	i	-0.2	-3	4	14	2	-0.1	-2	-1
11	CCCC1(C(=O)OCC)NC(c2ccc(OC)cc2OC)C2C(=O)N(c3ccc4c(c3)OCCO4)C(=O)C21 (configuration not stated)	-1.3	i	-1.5	3	1	-2	0	1.9	-5	-2
12	Cn1ccnc1SC(=O)N1c2ccccc2Sc2ccccc21	-0.6	i	0.1	5	-2	0	-1	0.8	-8	-2
13	CCCCn1c(SCC(=O)N2CCC(C(=O)OCC)CC2)nc2cc(S(N)(=O)=O)ccc21	-0.6	i	0.0	0	-1	1	4	-0.4	4	-1
14	c1ccc(CN2CCC(CNc3ncnc4ccccc34)C2)cc1 (configuration not stated)	37	i	6.2*	1	6	1	-1	-0.3	-8	-2
15	COc1cccc(C2C([N+](=O)[O-])=C(N)Oc3cc(C)oc(=O)c32)c1 (configuration not stated)	-0.9	i	0.1	-6	-1	-2	0	-0.1	-11	4
16	COCc1cc(C)nc(NC2CC(C)(C)NC(C)(C)C2)c1C#N	-0.6	i	-0.2	-8	0	1	-2	0.2	-3	-14
17	C[C@@H]1CC=C[C@H]2[C@H]1C(=O)N(Cc1ccccc1)[C@H]2c1ccc2ccccc2c1Br	5.1	i	-0.1	6	-1	10	3	1.9	-8	19
18	O=C(NCCCn1ccnc1)C(=O)NCC1OCCN1S(=O)(=O)c1ccc(Cl)cc1 (configuration not stated)	3.1	i	-0.9	-1	4	-2	-2	-0.4	-12	-11
19	O=C(Nc1ccc2oc(-c3cccnc3)nc2c1)c1ccco1	11	i	-0.2	7	2	-2	-3	0.6	16	13
20	Cc1ccc(OCC(=O)NCc2cccnc2)cc1	-0.1	i	-0.3	-2	-7	4	-4	-1.4	-1	-1
21	COc1cc(NS(=O)(=O)c2ccc(NC(=O)COc3ccccc3C)cc2)nc(OC)n1	-0.6	i	0.1	6	-1	10	-5	-1.4	-9	10
22	CCOc1ccccc1NC(=O)C(c1ccccc1)N1CCN(C(=O)c2ccco2)CC1 (configuration not stated)	-1.3	i	-0.6	8	-4	-4	-2	0.7	-3	0
23	CN(C)S(=O)(=O)c1ccc(N2CCCC2)c(C(=O)Nc2ccc(N3CCOCC3)cc2)c1	-1.6	i	-0.1	2	1	0	-4	0.1	-7	3
24	FC(F)(F)c1cc(-c2ccc(Cl)cc2)nc(NCc2cccnc2)n1	3.1	i	0.0	0	-2	2	-2	-0.4	-4	2
25	N#Cc1cccnc1Nc1cccc(Cl)c1	-0.3	i	-0.8	-2	4	0	-3	-0.2	-7	3
26	Cc1nc2cc(-c3cccc(F)c3)nn2c(N2CCN(C(=O)c3ccco3)CC2)c1C	4.0	i	-0.3	12	0	-6	0	-0.4	6	4
27	NS(=O)(=O)c1ccc(CCNC(=S)Nc2ccc(S(N)(=O)=O)cc2)cc1	-1.7	i	0.2	-6	-4	-1	9	0.9	-1	1
28	Cc1cccc(C(=O)NCCNC(=O)c2ccco2)c1	0.4	i	-0.9	5	4	3	0	0.5	2	-1
29	COc1ccc(Br)cc1/C=N/NC(=O)CNC(=O)C1COc2ccccc2O1 (configuration not stated)	1.7	i	-0.1	3	-4	-3	-1	-0.1	-2	21
30	CSc1ccc(CN2C(=O)NC3(CCCCCCC3)C2=O)cc1	0.5	i	0.3	2	6	-1	-6	0.2	-17	2
31	CO/N=C/NC(=O)c1c(OC)ccnc1Oc1ccc(F)cc1	-2.4	i	-0.8	2	-5	0	-12	0.2	7	2
32	CC(C)Oc1cccc(C(=O)C2CCCN(Cc3cnc(N4CCOCC4)s3)C2)c1 (configuration not stated)	0.7	i	-0.2	-2	-2	-3	0	-1.6	-5	-5
33	O=C(CN1C(=O)/C(=C\c2ccc(C(F)(F)F)cc2)Sc2ccccc21)NCc1ccco1	2.4	i	-1.6	8	-1	2	1	-0.5	9	-4
34	CC1(C)CC(=O)C2=C(C1)Nc1[nH]n(-c3ccccc3)c(=O)c1C2c1ccc2c(c1)OCO2 (configuration not stated)	1.0	i	-0.9	-6	2	-9	1	2.1	-5	-10
35	Cc1ccc(Nc2nc(C)cs2)cc1	-1.4	i	-0.3	-4	7	-7	1	0.3	-1	1
36	CCOC(=O)c1ccc(Cn2cnc3ccccc3c2=O)cc1	-1.2	i	-0.1	-2	-2	-2	1	-1.1	-7	-2
37	O=C(O)c1cccc(N/N=C/c2sc(N3CCOCC3)nc2-c2ccccc2)c1	-2.6	i	-1.1	-6	-6	-5	-3	19*	9	-4
38	CCNC(=O)C1CCCN(C(=O)c2ccc(C)c(F)c2)CC1 (configuration not stated)	0.5	i	0.3	1	-3	-4	-2	0.0	/	-1
39	Cc1oc(-c2ccc(Cl)cc2)nc1CN1CCC(C(=O)NCc2cccnc2)CC1	0.4	i	-1.6	-5	-2	-5	-2	/	0	0
40	COc1cccc2oc(CCc3ccccc3)cc(=O)c12	-1.0	i	-0.4	3	3	29	0	0.5	-6	5
41	c1ccc2c(-n3cccn3)cccc2c1	0.0	i	0.4	-4	-8	1	-2	0.3	-12	-4
42	O=C(COc1cccc(-n2cnnn2)c1)NC1CCCCC1	0.9	i	-1.5	-2	5	14	-2	0.6	1	0
43	N#Cc1ccc(CSc2ccccn2)c(Cl)c1	-0.2	i	0.0	1	-6	0	-2	-0.5	-5	0
44	COc1ccc(C(=O)CN2CCN(CCN3C(=O)c4cccc5cccc(c45)C3=O)CC2)cc1	7.8	i	-0.5	4	0	10	1	0.1	-11	-17
45	CNC(=O)c1c(NC(=O)CCS(=O)(=O)c2ccccc2)sc2c1CCN(C(=O)OC)C2	-0.3	i	-0.6	-1	-1	-3	-1	-0.6	-6	2
46	CCN(CC)C(=O)Cn1c(=O)n(-c2ccc(CC(=O)NCc3ccccc3)cc2)c(=O)c2sccc21	-2.8	i	0.4	-1	-2	0	4	-1.5	-4	-1
47	CCOc1cccc(Nc2ccc([N+](=O)[O-])cn2)c1	0.5	i	-0.7	4	-4	-1	-2	1.6	0	-33
48	COC(=O)c1cc(OC)c(OC)cc1NC(=O)C1CCC(=O)N1S(=O)(=O)c1ccc(C)cc1 (configuration not stated)	-0.4	i	-0.2	10	1	1	2	-1.2	0	3
49	CC[C@H](C)[C@H]1CNC(=O)C(=O)N1CC1CCN(CC2CCC(C)CC2)CC1 (some centres not stated)	-2.0	i	-1.1	-9	0	5	-2	-1.5	1	-1
50	C=CCn1c(=N)c(C(=O)NCCCOC)cc2c(=O)n3cc(C)ccc3nc21	0.6	i	-0.1	0	-4	3	2	2.5	-4	-13

Three entries already listed, sorted by their value in CSN inh, ascending.
No. | structure | LMPTP inh | Rpn11 inh | Tb MetRS inh | NadD inh | CSN inh | DNMT1 inh | MsrA inhibitor | Scp-1 inhibitor | SUMO1 PPI mod
29 | COc1ccc(Br)cc1/C=N/NC(=O)CNC(=O)C1COc2ccccc2O1 (configuration not stated) | 1.7 | i | -0.1 | 3 | -4 | -3 | -0.1 | -2 | 21
34 | CC1(C)CC(=O)C2=C(C1)Nc1[nH]n(-c3ccccc3)c(=O)c1C2c1ccc2c(c1)OCO2 (configuration not stated) | 1.0 | i | -0.9 | -6 | 2 | -9 | 2.1 | -5 | -10
42 | O=C(COc1cccc(-n2cnnn2)c1)NC1CCCCC1 | 0.9 | i | -1.5 | -2 | 5 | 14 | 0.6 | 1 | 0

(continued)
entry	mol	LMPTP inh	Rpn11 inh	Tb MetRS inh	NadD inh	CSN inh	DNMT1 inh	STEP block	MsrA inhibitor	Scp-1 inhibitor	SUMO1 PPI mod
51	Cc1cccc(C)c1-n1c(C)nn(CC2CC2)c1=O	-0.1	i	0.2	1	0	-3	1	0.1	-7	-1
52	CC(=O)N(C)c1ccc(NC(=O)Cc2cccc3ccccc23)cc1	-1.1	i	-0.7	-7	2	-3	1	-1.3	-14	-1
53	O=C(CN1C(=O)c2ccccc2C1=O)NNC1=NS(=O)(=O)c2ccccc21	-0.8	i	-0.6	-2	-9	4	2	-0.4	-1	-1
54	Cc1ccccc1C(=O)NC1CC(C)(C)NC(C)(C)C1	0.1	i	-0.6	-2	-6	6	0	-1.0	6	-1
55	N#C/C(=C\c1ccc[nH]1)C(=O)Nc1ccccc1[N+](=O)[O-]	32	i	-0.3	-4	1	21	-1	0.3	55*	25
56	NC(=O)CSc1nnc(-c2ccco2)n1-c1ccc(F)cc1	-1.1	i	-0.2	-2	0	1	-2	0.3	/	4
57	COc1ccc(CN(C)C(=O)c2cccc(C(=O)N(C)Cc3ccc(OC)cc3)c2)cc1	0.1	i	0.3	-5	2	1	0	0.4	-7	-1
58	Cn1ccc(C(=O)Oc2ccc(C(=O)Nc3ccc(F)cc3F)cc2)n1	-2.9	i	0.7	-6	-2	-4	-2	-0.8	-5	-3
59	CCNC(=O)CN(c1ccc(Cl)cc1)S(=O)(=O)c1ccccc1	-1.7	i	-0.5	-4	2	4	-3	0.9	0	1
60	CCn1c(SCC(=O)NC2CCCCC2)nnc1-c1cccnc1	-1.9	i	-0.3	-2	-5	4	-2	1.8	-8	1
